# Source: PubChem (National Center for Advancing Translational Sciences (NCATS))
# Nrf2 ARE act: activates Nrf2 signaling | AREc32 ARE-luciferase reporter (MCF7-derived line), luminescence, 24 h | Potency, µM (top dose mostly 46.1 µM), inactives show at the top dose activation, most hits filed as activators | 0.31% of 410,000 active | AID 624171; further: potency means the concentration at half of the fitted maximal effect; % of control where 0% means no effect; nearly all actives have a fitted effect of over 65% in size
#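 Luminescent ARE reporter assay in AREc32_Fluc cells: overnight plating at 37 deg C, 24 hr compound incubation, Steady-Glo added, 30 min RT before reading.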
# CCT chaperon mod: cytosolic chaperonin activity modulation. purified chaperonin ATPase assay, HTRF ADP detection, 30 min. activity change, % (test concentration not listed), hits read low. 0.3% of 360,000 active. AID 651819; in the data active means activity change below about -30%; further: on the % scale 0 is the no-effect control and ±100 the full control effect
#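 Enzyme 40 or 20 nM (batch-dependent) in Tris pH 7.4/KCl/MgCl2/DTT; cpd 76 uM single point; ATP 10 uM; 30 min 37 °C; Transcreener ADP HTRF detection, 30 min RT; ratio 665/615.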
# S2 tox: reduces viability in counter-screen for ATXN expression inhibitors; AID 651635; S2 cells (HEK-293 line with an ATXN2-luciferase reporter) viability, CellTiter-Fluor protease fluorescence, 24 h; Potency, µM (top dose mostly 56.7 µM), actives largely listed as cytotoxic; 0.49% of 400,000 active; further: potency means the concentration at half of the fitted maximal effect; nearly all actives have a fitted effect of over 40% in size
# MmCpn inh: inhibitors of Methanococcus maripaludis chaperonin (MmCpn); Potency, µM (top dose mostly 76.9 µM), without a hit: at the top dose activity, negative = inhibition, hits mostly inhibitors; 0.031% of 330,000 active; AID 504842; purified Mm-Cpn ATPase, ADP Transcreener TR-FRET; further: potency means the concentration at half of the fitted maximal effect; on the % scale 0 is the no-effect control and ±100 the full control effect; nearly all actives have a fitted effect of over 80% in size
#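 Eu-cryptate anti-ADP/ADP-d2 competition gives a ratio inversely related to ADP. Enzyme at 25 nM was pre-exposed to compound for 10 min, then given 10 uM ATP for 30 min, 37°C throughout.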
# A549 tox: kills or reduces viability of A549 cells in Nrf2 counter-screen. A549 ARE-Fluc cells, CellTiter-Fluor viability, 18-24 h. 0.16% of 390,000 active. AID 504648. Potency, µM (highest dose often 46 µM), for the others: at the highest dose activity change, negative = cytotoxicity, hits mostly inhibitors; further: potency means the concentration at half of the fitted maximal effect; on the % scale 0 is the no-effect control and ±100 the full control effect
#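 Cytotoxicity counterscreen: CellTiter-Fluor fluorescence was measured in A549 ARE_Fluc cells after 18-24 h of compound exposure in a concentration series. The subsequent BugLite luminescent read reports ARE-luciferase activity.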
# Nrf2 block: Nrf2 pathway inhibition; A549 ARE-Fluc reporter, luciferase luminescence, 18-24 h; 2.1% of 360,000 active; AID 504444; Potency, µM (top dose mostly 46 µM), for the others: top-dose activity change, negative = inhibition, usual class: inhibitors; further: potency means the concentration at half of the fitted maximal effect; on the % scale 0 is the no-effect control and ±100 the full control effect; nearly all actives have a fitted effect of over 60% in size
#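 In this cell-based qHTS, ARE-driven firefly luciferase in A549 cells reports Nrf2 activity; the luminescent signal after BugLite lysis is the measured value, with a prior CellTiter-Fluor read for cell health.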
# HepG2 viability: HepG2 cytotoxicity, counter-screen for TGF-b inhibitors. HepG2 CAGA-GFP viability, ATP luminescence, 18 h. Potency, µM (doses to about 46.1 µM), without a hit: top-dose activity change, negative = cytotoxicity, actives largely listed as cytotoxic. 0.76% of 410,000 active; further: potency means the concentration at half of the fitted maximal effect; some results filed as inactive show a strong effect at the top dose
#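 HepG2 CAGA-GFP cells (1000/well, DMEM with 1% FBS) received compound, then TGF-beta at 500 pg/mL final, and were incubated 18 hours at 37 degrees C. Viability was read by CellTiter-Glo luminescence. Media-only wells were set as complete cell-killing and DMSO as no toxicity.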
# pAkt inh: blocks phosphorylation of Akt. Neuro2A IGF-stimulated pAkt S473 HTRF, 20 min; stronger effect = lower value. activity change, % for hits at 50 µM. 0.32% of 360,000 active; in the data active means activity change below about -80%; inconclusive means mostly about -51% to -80%; further: on the % scale 0 is the no-effect control and ±100 the full control effect
#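 Single-point screen (50 µM final compound) in Neuro2A cells stimulated 20 min with 6 nM IGF at 37 deg C. After lysis, Ser473-phosphorylated Akt read by HTRF (ex 330 nm, em 615/665 nm) as the 665/615 ratio.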
# TGFb inhibitor: inhibitors of TGF-b signaling; HepG2 CAGA-GFP TGF-b/SMAD3 reporter, GFP fluorescence, 18 h; TGF-beta stimulated, 500 pg/mL final; Potency, µM (titrated, usually from 46.1 µM), for inactives: at the top dose activity, negative = inhibition, usual class: inhibitors; 1.2% of 410,000 active; AID 588855; further: potency means the concentration at half of the fitted maximal effect; on the % scale 0 is the no-effect control and ±100 the full control effect; nearly all actives have a fitted effect of over 65% in size
#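 Cell-based qHTS in HEPG2 carrying a CAGA-GFP Smad reporter; compounds added before 500 pg/mL final TGF-beta, 18 h incubation at 37 degrees C, GFP fluorescence quantified per cell by imaging cytometry.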
# * hit, by the source's call; i = inactive; ? = inconclusive; . = not tested or not shown; & = joins results of further samples. Unless noted, the call rests on the fitted dose curve; in most records, active means well fitted curve in the direction sought with a large enough effect; inconclusive means small, poorly fitted or top-dose-only effect, or another doubt; inactive means no such curve, though single readings can be large; an effect the other way counts as inactive or inconclusive.
(1) CCc1ccc(Nc2cnn(-c3nc4ccccc4s3)c(=O)c2Cl)cc1
(2) Nc1cccnc1Sc1ccc(Cl)cc1
(3) COc1cc(NC(=O)CSc2ncnc3sc4c(c23)CCC(C)C4)c(C(=O)O)cc1OC (centres undefined)
(4) Cn1cnc2nc[nH]c2c1=S
(5) CC(C)CC1c2[nH]c3ccccc3c2CCN1C(=O)CCC(=O)N(C)C (centres undefined)
(6) COC1OC2COC(c3ccccc3)OC2C(O)C1N (centres undefined)
(7) O=C(CCCN1C(=O)c2cccc3cccc(c23)C1=O)NCc1cccnc1
(8) CCc1nonc1NC(=O)c1oc2ccccc2c1C
compound no.	1	2	3	4	5	6	7	8
CCT chaperon mod	-0.8	3.3	-0.5	0.9	-1.6	-1.1	-0.3	-0.6
Nrf2 block	-11.7%	-1.5%	1.0%	-6.2%	-0.7%	17.3%	?	14.9%&11.1%
A549 tox	?	-7.7%	4.6%	8.5%	4.8%	2.7%	-1.0%	-2.1%&0.5%
MmCpn inh	-1.3%	0.0%	-2.7%	.	2.1%	.	-0.3%	-2.2%
pAkt inh	i	.	i	i	i	i	i	i
S2 tox	i	.	i	i	.	i	i	?
HepG2 viability	9.7%	10.2%	7.6%	0.4%	-1.3%	11.5%	4.7%	-6.1%&-13.4%
TGFb inhibitor	?	0.0%	-2.2%	17.7%	-8.0%	13.1%	-9.5%	6.9%&-4.6%
Nrf2 ARE act	3.2%	0.0%	0.3%	-0.7%	4.5%	3.1%	7.8%	5.1%&4.7%

(9) COc1ccc(NC(=O)CSc2nnc(NC(=O)c3ccco3)s2)cc1OC
(10) Cc1ccc(NC(=O)CN2CCc3cc4c(cc3C2C)OCCCO4)cc1 (centres undefined)
(11) CCSC1=C(C#N)C(c2ccccc2Cl)CC(=O)N1 (centres undefined)
(12) COc1cccc(NC(=O)Nc2cc(Cl)ccc2C)c1
(13) CC(C)(C)c1ccc(C(=O)NCCCNC(=O)c2ccco2)cc1
(14) Cc1ccc(C(=O)N(Nc2nc3ccccc3s2)C(=O)c2ccc(C)cc2)cc1
(15) Cc1ccccc1-c1nc(CS(=O)(=O)CC(=O)NCC(C)c2ccccc2)c(C)o1 (centres undefined)
(16) O=C(Cc1ccc(Br)cc1)N1CCCC1
compound no.	9	10	11	12	13	14	15	16
CCT chaperon mod	-2.2	0.4	-1.7	0.0	-3.2	-0.8	.	-1.6
Nrf2 block	13.4%	-19.8%	18.5%	18.4µM*	8.3%	?	0.0%	0.6%
A549 tox	-6.0%	3.8%	-1.3%	-2.7%	2.6%	1.2%	0.5%	-7.8%
MmCpn inh	0.0%	-4.3%	1.8%	1.2%	0.0%	2.3%	.	-3.2%
pAkt inh	i	i	i	i	i	i	.	i
S2 tox	i	i	i	i	i	i	i	?
HepG2 viability	-0.6%	-24.0%	-0.1%	-3.9%	-3.2%	-30.5%	-17.3%	-2.5%
TGFb inhibitor	7.9%	-26.3%	15.7%	-13.0%	21.0%	-17.1%	?	-6.9%
Nrf2 ARE act	-0.7%	-0.3%	0.3%	2.1%	3.2%	-0.1%	3.5%	-0.2%

# The final 4 records of the part before open the next one.
(13) CC(C)(C)c1ccc(C(=O)NCCCNC(=O)c2ccco2)cc1
(14) Cc1ccc(C(=O)N(Nc2nc3ccccc3s2)C(=O)c2ccc(C)cc2)cc1
(15) Cc1ccccc1-c1nc(CS(=O)(=O)CC(=O)NCC(C)c2ccccc2)c(C)o1 (centres undefined)
(16) O=C(Cc1ccc(Br)cc1)N1CCCC1
(17) COc1ccc(S(=O)(=O)N/N=C(/C)c2ccc(Cl)cc2)cc1
(18) CCOC(=O)c1c(NC(=O)CN2C(=O)C(=O)N(C(C)C)C2=O)sc(C)c1CC
(19) O=c1c2ccc(Cl)cc2nc(-c2ccc([N+](=O)[O-])cc2)n1O
(20) CCCCNCCOCCOc1ccc(Cl)cc1Br
(21) COc1ccccc1NC(=S)NC1CCCCCC1
(22) CCOC(=O)c1c(NC(=O)CSc2nncn2C)sc(C)c1C
(23) Cc1ccc(NCCN(C)C)c2c(=O)c3cc(O)ccc3sc12
(24) CCc1ccc(NC(=O)c2cc(-c3ccc4c(c3)OCO4)on2)cc1
compound no.	13	14	15	16	17	18	19	20	21	22	23	24
CCT chaperon mod	-3.2	-0.8	.	-1.6	-1.7	1.9	-0.8	-3.5	0.3	-2.0	1.3	-3.0
Nrf2 block	8.3%	?	0.0%	0.6%	?	?	?	-13.3%	?	7.2%	?	?
A549 tox	2.6%	1.2%	0.5%	-7.8%	3.5%	-0.7%	-4.6%	-1.5%	-5.3%	3.7%	-7.3%	0.6%
MmCpn inh	0.0%	2.3%	.	-3.2%	0.2%	-6.5%	-2.7%	1.1%	-0.5%	-1.7%	.	-0.4%
pAkt inh	i	i	.	i	i	i	i	i	i	i	i	i
S2 tox	i	i	i	?	i	i	i	i	i	?	26.7µM*	i
HepG2 viability	-3.2%	-30.5%	-17.3%	-2.5%	-4.5%	-31.6%	-23.4%	-3.5%	-12.0%	-0.9%	-114.5%	2.7%
TGFb inhibitor	21.0%	-17.1%	?	-6.9%	-4.6%	-27.8%	-9.1%	7.4%	1.7%	2.4%	?	0.4%
Nrf2 ARE act	3.2%	-0.1%	3.5%	-0.2%	0.2%	5.0%	-0.5%	0.0%	0.0%	2.9%	11.8%	-0.5%

# Sorted by heavy-atom count (low to high): five of the compounds above.
(4) Cn1cnc2nc[nH]c2c1=S
(12) COc1cccc(NC(=O)Nc2cc(Cl)ccc2C)c1
(7) O=C(CCCN1C(=O)c2cccc3cccc(c23)C1=O)NCc1cccnc1
(14) Cc1ccc(C(=O)N(Nc2nc3ccccc3s2)C(=O)c2ccc(C)cc2)cc1
(3) COc1cc(NC(=O)CSc2ncnc3sc4c(c23)CCC(C)C4)c(C(=O)O)cc1OC (centres undefined)
compound no.	4	12	7	14	3
CCT chaperon mod	0.9	0.0	-0.3	-0.8	-0.5
Nrf2 block	-6.2%	18.4µM*	?	?	1.0%
A549 tox	8.5%	-2.7%	-1.0%	1.2%	4.6%
MmCpn inh	.	1.2%	-0.3%	2.3%	-2.7%
pAkt inh	i	i	i	i	i
S2 tox	i	i	i	i	i
HepG2 viability	0.4%	-3.9%	4.7%	-30.5%	7.6%
TGFb inhibitor	17.7%	-13.0%	-9.5%	-17.1%	-2.2%
Nrf2 ARE act	-0.7%	2.1%	7.8%	-0.1%	0.3%

# (cont.)
(25) COc1cc2c(cc1OC)CN(C(=O)Cc1ccccc1)CC2
(26) Cc1c(C(=O)N(Cc2ccc(Cl)cc2)C2CCS(=O)(=O)C2)oc2ccccc12 (centres undefined)
(27) Nc1nnnn1/N=C/c1cc(Cl)cc(Cl)c1OCc1ccc(Cl)cc1Cl
(28) Cc1cccc(C)c1NC(=O)C1(C)CCC(=O)N1CCOc1ccccc1 (centres undefined)
compound no.	25	26	27	28
CCT chaperon mod	-3.6	-19.3	-1.3	-3.9
Nrf2 block	-36.1%	?	-4.2%	.
A549 tox	10.3%	?	-3.3%	.
MmCpn inh	0.8%	1.7%	-0.7%	.
pAkt inh	i	i	i	i
S2 tox	i	i	?	?
HepG2 viability	9.5%	3.7%	10.6%	-3.3%
TGFb inhibitor	0.3%	?	-2.2%	6.9%
Nrf2 ARE act	0.5%	-0.1%	0.5%	0.3%
